TPT1 inh = blocks Candida albicans tRNA 2'-phosphotransferase; inhibition, % at 5 µM; recombinant caTPT1, FP RNA substrate dephosphorylation; 0.81% of 300,000 active;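 active = inhibition above the mean of all tested compounds plus 3 SD, set per screening campaign, cut at about 24% in these data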;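 also: plate controls were DMSO alone for no effect and ferristatin control at 100 nM for full effect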
Yeast superoxide = lowers age-related superoxide in aged yeast cells; S. cerevisiae aged cells, superoxide DHE fluorescence; active compounds read low; superoxide response (% of plate mean), % at 10 µM; 0.18% of 330,000 active; AID 2690;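 active = superoxide response under a set limit, about three screen SD below normal, cut at about 65% in these data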;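 also: yeast aged for seven days with compound at 30 °C before DHE staining; 100% = average MFI of all compound-treated wells on the plate with controls excluded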
PP5 primary = PP5 (human) phosphatase inhibition. P53041. purified PP5c, OMFP substrate fluorescence. inhibition, % at 6.7 µM. 0.18% of 320,000 active. AID 1987;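 active = inhibition above the campaign's mean inhibition across all tested compounds plus 3 SD, cut at about 9.5% in these data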;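 also: 0% = DMSO only and 100% = 100 µM cantharidin control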
Target sequence (P53041 whole entry, looked up): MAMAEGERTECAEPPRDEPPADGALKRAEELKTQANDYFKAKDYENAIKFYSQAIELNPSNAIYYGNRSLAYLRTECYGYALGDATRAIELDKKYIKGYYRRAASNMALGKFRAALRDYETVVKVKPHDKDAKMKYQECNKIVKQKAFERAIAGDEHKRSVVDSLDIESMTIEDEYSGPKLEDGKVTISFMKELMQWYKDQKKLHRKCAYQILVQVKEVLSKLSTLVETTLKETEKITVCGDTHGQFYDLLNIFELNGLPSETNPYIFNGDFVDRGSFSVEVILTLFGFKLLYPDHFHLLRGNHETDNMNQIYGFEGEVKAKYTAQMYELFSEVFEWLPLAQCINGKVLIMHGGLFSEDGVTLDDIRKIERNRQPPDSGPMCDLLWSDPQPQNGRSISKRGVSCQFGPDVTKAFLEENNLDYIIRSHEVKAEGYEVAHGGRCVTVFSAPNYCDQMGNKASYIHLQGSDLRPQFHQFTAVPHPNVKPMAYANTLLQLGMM
ZTA DNA inh = ZTA (EBV) inhibition in EBNA-1 counter-screen; P03206; ZTA-DNA binding, fluorescence polarization; inhibition, % at 11 µM; 0.15% of 320,000 active; AID 2234; in the data active = inhibition above about 33%
EBNA-1 inhibitor = blocks EBNA-1 binding to DNA | EBNA-1 DNA binding, fluorescence polarization | inhibition, % at 14.8 µM | 0.34% of 300,000 active; in the data active = inhibition above about 28%
PP1 counter = counter-screen for PP5 inhibitors: inhibitors of human PP1-alpha; P62136; purified PP1alpha, OMFP fluorescence; inhibition, % at 6.7 µM; 0.9% of 320,000 active; AID 2235;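 active = inhibition above the mean inhibition of all tested compounds plus 3 SD, computed separately for each screening campaign, cut at about 15% in these data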
Target sequence (P62136 whole entry, looked up): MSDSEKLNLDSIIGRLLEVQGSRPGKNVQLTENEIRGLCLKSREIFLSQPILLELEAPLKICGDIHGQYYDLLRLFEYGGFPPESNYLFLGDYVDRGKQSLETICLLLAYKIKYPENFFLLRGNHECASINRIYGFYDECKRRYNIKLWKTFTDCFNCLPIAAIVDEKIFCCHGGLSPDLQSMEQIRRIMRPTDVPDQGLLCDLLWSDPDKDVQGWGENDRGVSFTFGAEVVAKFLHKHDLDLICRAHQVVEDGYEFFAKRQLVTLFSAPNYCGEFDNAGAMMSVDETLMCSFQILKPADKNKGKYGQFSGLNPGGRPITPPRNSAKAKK
HCV core dimer = HCV core protein dimerization inhibition | TR-FRET GST/Flag-core106 dimerization, 1536-well | inhibition, % at 5 µM | 0.33% of 300,000 active;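 active = inhibition above the mean of all tested compounds plus 3 SD, set per screening campaign, cut at about 45% in these data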
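Material: Tagged HCV core106 pair (GST and Flag) | Amount: GST-core106 13.5 nM, Flag-core106 17 nM | Medium: KF-containing HEPES buffer, pH 7.45, DTT, CHAPS, BSA | Reagent: Eu donor and XL665 acceptor anti-tag antibodies | Schedule: 4 h at 22.5 °C | Technique: Time-resolved FRET, ex 340 nm, em 617 and 671 nm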
Fh CTSL1 inh = blocks F. hepatica cathepsin L1 in PFM18AAP counter-screen | 0.49% of 300,000 active | inhibition, % at 5.96 µM | recombinant F. hepatica cathepsin L1, Z-Leu-Arg-MCA fluorescence | AID 1906;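 active = inhibition above the mean of all tested compounds plus 3 SD, set per screening campaign, cut at about 17% in these data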;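 also: 0% = plate median of test compound wells and 100% = 1 µM Z-Phe-Ala-diazomethylketone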
GASC-1 inh = inhibitors of human GASC-1 (JMJD2C) demethylase. inhibition, % at 2.35 µM. 0.069% of 330,000 active. Q9H3R0. GST-JMJD2C(1-420) H3K9me3 demethylation, DELFIA europium;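 active = more than half of a compound's replicate wells show inhibition beyond 50%, single wells judged on their own value; inconclusive = some, but no more than half, of replicates pass 50% inhibition; inactive = no replicate passes 50% inhibition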;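 also: signal counts dimethyl H3K9 product captured on neutravidin plate; 0% = median of DMSO wells and 100% = 0.3 times that DMSO median; strong numbers were not always called active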
* hit, by the source's call; ? = inconclusive; . = not tested or not shown. Compounds were not picked by outcome; any-hit rate near 3.1%.

Results follow in this order: TPT1 inh, Yeast superoxide, PP5 primary, ZTA DNA inh, EBNA-1 inhibitor, PP1 counter, HCV core dimer, Fh CTSL1 inh, GASC-1 inh
CCc1ccc(NC(=O)CCN2C(=O)c3cccnc3C2=O)cc1
  1, 101, -1.0, 2, 10, 1, -4, 5, -12
S=C(NCCc1ccccc1)N/N=C/c1ccccc1Cl
  3, 97, -0.2, 8, -5, 10, -2, 4, 3
COc1ccc(NC(=O)N2CCCC(c3nc(-c4ccc(OC)cc4)no3)C2)cc1 (centres undefined)
  3, 110, 3.1, 0, -2, -5, 4, -3, 1
O=C1CC(C2CCCO2)C(=O)N1c1ccccc1 (centres undefined)
  -3, 91, -0.7, 0, -1, -2, -10, -1, -14
Cc1ccccc1C(=O)OCCCN=C1NS(=O)(=O)c2ccccc21
  -1, 112, 2.4, -11, -7, 0, 3, 3, 39
CC(=O)N1CCOc2ccc(S(=O)(=O)N3CCC(C(=O)Nc4ccc(C)cc4C)CC3)cc21
  -3, 105, -1.6, -17, -4, -4, -3, -3, 3
O=S(=O)(c1ccccc1)N1CCN=C1SCc1ccc(Cl)cc1
  0, 101, 0.8, -20, 7, 1, 1, 4, 10
C=CCN1C(=O)c2ccccc2Sc2ccc(C(=O)NCCC)cc21
  -3, 91, 0.3, -2, -7, -2, 6, -5, 5
NC(=O)CC(NC(=O)OCc1ccccc1)C(=O)O (centres undefined)
  -3, 88, -1.0, -3, -10, 3, -5, -1, -1
Cn1nc(C(F)(F)F)c(-c2ccc(F)cc2)c1NC(=O)Nc1ccc(F)cc1
  1, 101, 5.2, -12, -3, 6, -4, -4, 3
COC(=O)c1nnn(CC(=O)Nc2cccc(Cl)c2C)c1C(=O)OC
  5, 103, -1.8, -4, -2, -4, 0, 6, 2
O=C(CCc1ccccc1)NNC(=O)c1ccccc1F
  -2, 103, -1.8, 6, 6, -5, 1, -2, -7
NS(=O)(=O)c1ccc(CCNC(=O)c2cc(-c3ccccc3)nc3ccccc23)cc1
  -1, 92, 2.7, 5, -5, 3, -21, -11, -7
COc1cccc(NC(=O)c2cc3c(=O)n4ccccc4nc3n(CC(C)C)c2=N)c1
  -2, 118, -5.0, -8, -14, 8, 1, -5, -39
CC(C)CN(C(=O)CSc1nnc2ccccn12)c1c(N)n(CC(C)C)c(=O)[nH]c1=O
  -6, 105, 2.9, -20, 2, -3, 4, -6, -19
O=C(NCCc1ccccc1)C1CCN(S(=O)(=O)c2cccs2)CC1
  2, 153, 2.0, -14, -11, -4, 7, 1, 1
O=C(Nc1ccc(N2CCN(c3ccccc3)CC2)c(F)c1)C1CC1
  -3, 91, -1.8, -4, -16, 4, -1, 0, -13
Clc1ccc(CNc2ccc(N3CCN(Cc4ccccc4)CC3)cc2)cc1
  0, 85, 0.7, 4, 7, -3, 0, 0, -5
Cc1cc(C)cc(NC(=S)NCCc2c[nH]c3ccccc23)c1
  -1, 90, 3.9, -14, 3, 4, 12, 4, 0
O=C(NCCn1cc(SCC(=O)N2CCOCC2)c2ccccc21)c1c(F)cccc1F
  1, 79, -1.6, 6, 5, -1, -5, -1, 5

(further entries)
Results follow in this order: TPT1 inh, Yeast superoxide, PP5 primary, ZTA DNA inh, EBNA-1 inhibitor, PP1 counter, HCV core dimer, Fh CTSL1 inh, GASC-1 inh
COCCNC(=O)Cn1cc(C(=O)c2ccco2)c2ccccc21
  -1, 90, 0.3, 0, -2, -3, 2, 13, -8
Oc1cccc(C(O)CNCc2ccc(OCc3ccc(Cl)cc3Cl)cc2)c1 (centres undefined)
  -1, 86, 1.1, -4, -11, 3, -8, -3, -6
O=C(Cn1cnc2c(nnn2Cc2ccc(F)cc2)c1=O)OCc1ccccc1
  0, 80, 3.2, 6, 4, -1, -5, 2, 3
O=C(CO/N=C/c1ccccc1)N1c2ccccc2Oc2ccccc21
  0, 95, 1.9, 0, 3, 5, 15, 1, 5
CCOC(=O)c1ccc(NC(=O)c2ccc(CN3CCc4ccccc4C3)cc2)cc1
  0, 96, 2.9, -8, -7, 3, 21, -2, -10
O=C(Nc1ccc(F)cc1)/C(=C1/CCCCCN1)[N+](=O)[O-]
  0, 97, 3.3, -12, -8, -5, 0, -1, 5
CCN1C(=O)[C@H]2[C@H]3[C@H](O)[C@H](O)C/C(=N\OC[C@@H](C)[C@H](OCc4ccccc4)C(C)C)[C@@H]3CC[C@H]2C1=O
  -1, ., 2.1, -13, -1, 2, -4, -2, -2
CNC(=S)Nc1cc(OC)ccc1OC
  -2, 87, 1.9, -5, 11, -2, -4, -6, 0
O=c1[nH]c(=O)n(-c2cc(Br)c(O)c(Br)c2)cc1Br
  -1, 102, 1.1, 2, 6, -3, 3, 33*, -10
CN(C)S(=O)(=O)Nc1ccc(Br)cc1F
  1, 105, -0.6, 15, -3, 6, -11, -4, 2
Cc1cc(C)c(S(C)(=O)=O)c(S(=O)(=O)c2ccc(Cl)cc2)n1
  -1, 98, -0.1, -9, 0, 0, 1, 0, -2
CCOc1ccc(S(=O)(=O)NCCC(=O)NCC2(N3CCCCC3)CCCCC2)cc1
  -4, 98, 3.7, -26, -2, 3, -15, -2, 6
Cc1cccc(CSc2nnc(-c3cccs3)n2Cc2ccco2)c1
  1, 101, 1.3, 9, 2, 2, 6, -2, 1
O=C(NCCc1ccccc1)c1cccc(S(=O)(=O)NCc2ccccc2)c1
  -1, 98, 1.3, 9, 7, -1, 1, 0, -4
O=c1c(-c2cccc(Cl)c2)c[nH]n1-c1ccccc1
  4, 94, -0.5, -1, -6, -1, -20, 3, -38
CCCCn1c(CN2CCN(C(=O)c3ccco3)CC2)nc2c1c(=O)n(C)c(=O)n2C
  -2, 115, 2.7, 9, -16, -2, -9, 0, -21
CCCCOc1ccc(S(=O)(=O)NNC(=O)C2Cc3c(ccc4ccccc34)O2)cc1 (centres undefined)
  2, 92, 8.3, 11, -1, 3, 2, 2, -5
Cc1cccc(Oc2cc([N+](=O)[O-])cc3c2C(=O)Nc2ccccc2O3)c1
  21, 85, -0.5, 12, 1, 7, 40, 0, 2
COC(=O)N[C@@H]1C[C@H]2[C@@H]3CC[C@H]4C[C@@H](OC)CC[C@]4(C)[C@H]3CC[C@]12C
  ., 111, 4.0, -19, ., 3, ., ., 2
COc1ccccc1C1NC(=O)NC(C)=C1C(=O)OC1CCCC(C)C1 (centres undefined)
  -2, 111, 3.7, -10, -7, 6, 5, 5, -1

A draw from above in order of length of the SMILES, highest first:
Results follow in this order: TPT1 inh, Yeast superoxide, PP5 primary, ZTA DNA inh, EBNA-1 inhibitor, PP1 counter, HCV core dimer, Fh CTSL1 inh, GASC-1 inh
Cn1nc(C(F)(F)F)c(-c2ccc(F)cc2)c1NC(=O)Nc1ccc(F)cc1
  1, 101, 5.2, -12, -3, 6, -4, -4, 3
COC(=O)c1nnn(CC(=O)Nc2cccc(Cl)c2C)c1C(=O)OC
  5, 103, -1.8, -4, -2, -4, 0, 6, 2
O=C1CC(C2CCCO2)C(=O)N1c1ccccc1 (centres undefined)
  -3, 91, -0.7, 0, -1, -2, -10, -1, -14

(further entries)
Results follow in this order: TPT1 inh, Yeast superoxide, PP5 primary, ZTA DNA inh, EBNA-1 inhibitor, PP1 counter, HCV core dimer, Fh CTSL1 inh, GASC-1 inh
O=C(COC(=O)CNC(=O)c1ccco1)Nc1ccc(Cl)cn1
  2, 94, 0.9, 17, -4, -2, -1, -1, 23
Cc1ccn(CC(=O)O)c(=O)c1
  -3, 106, -3.6, 5, 14, -2, -1, 1, 8
O=C(N/N=C/c1cc(Br)ccc1O)c1ccncc1
  12, 111, 3.2, -25, -6, -2, -3, 0, 0
CC1(c2ccccc2)NC(=O)N(CC(=O)NCCC2=CCCCC2)C1=O (centres undefined)
  4, 92, 0.1, -3, -12, -6, -3, -4, 1
CCCCCC(=O)N/N=C/c1cc(Br)c(O)c(OC)c1
  -1, 88, -1.0, 15, 8, -4, -9, 7, 1
COc1cccc(NC(=S)NCCC(c2ccccc2)c2ccccc2)c1
  -7, 106, 3.8, -21, -17, 8, 16, 0, 5
COc1ccc2[nH]c(=O)c(CN(CCN(C)C)C(=O)NCc3ccccc3)cc2c1
  -1, 100, 0.9, 0, -3, -2, 1, -1, 8
CN(Cc1ccccc1)c1nc(-c2ccc([N+](=O)[O-])cc2)nc2ccccc12
  -3, 110, -0.2, -1, 9, 2, 3, -2, 3
COc1ccc(NS(=O)(=O)c2cc3c(cc2C)N(C(C)=O)CCO3)c(OC)c1
  -2, 93, 3.2, -2, 2, 1, -15, -6, 1
CCOc1ccc(CNC(=O)CCCN2C(=O)C(c3ccccc3)Oc3cccnc32)cc1 (centres undefined)
  -5, 101, -0.2, 10, 15, -2, 6, 1, 10
S=C(Nc1cccc(Cl)c1)NC1CC2CCCC(C1)N2C1CCCC1 (centres undefined)
  3, 94, 3.4, -8, -9, -2, -10, -1, -13
O=C(NC1CCCC1)C1CCCN1C(=O)Nc1ccccc1Cl (centres undefined)
  0, 106, 0.4, 9, -6, 4, 1, -1, -4
CCN1C(=O)[C@H]2[C@@H](c3ccc(C)cc3)N3C(=O)N(c4cccc(F)c4)C(=O)[C@@]3(Cc3ccc(Cl)cc3)[C@H]2C1=O
  -2, 89, 6.6, -8, -4, 4, -6, 7, 12
Cc1nc(NCCCn2ccnc2)c2ccccc2n1
  2, 116, -1.0, -10, -3, -4, -2, -2, 8
CCC(C)N(C(=O)Cn1nnc(-c2ccc(Cl)cc2)n1)C1CCS(=O)(=O)C1 (centres undefined)
  -2, 99, 1.2, -17, -21, -4, -1, 1, ?
COc1ccc(CCN2CC(C(=O)NCC3(O)CCCCC3)CCC2=O)cc1 (centres undefined)
  -1, 98, 0.2, -3, 4, -4, -1, -4, -3
CN(C1CCCC1)C1CCN(C(=S)Nc2cc(F)cc(F)c2)CC1
  1, 108, 2.1, 1, -2, -2, -7, -6, -6
Cc1ccc2nc(N(CCCN(C)C)C(=O)c3ccc4ncsc4c3)sc2c1
  1, 97, 3.2, -25, -9, 0, -5, 0, 2
Nn1c(-c2ccccc2Cl)nnc1-c1ccccc1Cl
  -3, 91, 1.6, -18, 4, 0, -4, -1, .
CCc1ccc(OCC2c3cc(OC)c(OC)cc3CCN2C(C)=O)cc1 (centres undefined)
  2, 95, 1.0, -10, -2, 0, -8, 0, -5

(next part)
Results follow in this order: TPT1 inh, Yeast superoxide, PP5 primary, ZTA DNA inh, EBNA-1 inhibitor, PP1 counter, HCV core dimer, Fh CTSL1 inh, GASC-1 inh
O=C(Cc1n[nH]c(=O)c2ccccc12)Nc1ccc(-c2nnc3n2CCCCC3)cc1
  0, 88, 0.6, -2, 12, 1, -4, 2, 14
Cc1ccc2nc(SCC(=O)Nc3ccc(Cl)cc3)nc(=O)n2c1
  2, 96, 1.1, 2, 3, -4, 3, 2, -7
CN(Cc1nc(-c2ccc(C(F)(F)F)cc2)no1)C1CCOCC1
  1, 89, -1.1, -13, 15, -2, -5, 0, -4
CCCn1nnc(NC(=O)COc2ccc(CC)cc2)n1
  2, 111, 0.8, 1, 8, 1, -4, 4, 3
